Compound activity: PubChem BioAssay, several laboratories
Myeloid diff 2 = myeloid differentiation induction | calls only at 10 µM | actives 1% (n = 360,000) | ER-HoxA9 myeloid progenitors, lysozyme-GFP differentiation, flow cytometry | AID 624256;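 active = normalized GFP-positive differentiation at or above the plate's own cutoff, the solvent-only control mean plus 3 SD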;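 also: cells exposed to compound for four days before flow analysis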
HEK293 NOD2/NF-kB = inhibition of NOD2-driven NF-kB reporter – cell-based, luminescence, uHTS, HEK293 (AID 1566); HEK293 NOD2/NF-kB luciferase reporter, luminescence; higher % means a stronger effect; one-dose inhibition, % at 4 µM; EC50 in µM for titrated hits; actives 0.63% (n = 290,000); also: many of its hits are not listed in these tables
HIV peptide binding = cell-free HIV fusion peptide-binding blockers – biochemical, uHTS, fluorescence dequenching, primary screen (AID 1986); actives 0.3% (n = 290,000); cell-free peptide binding, fluorescence dequenching, 30 min; higher % means a stronger effect; inhibition, % at 20 µM, or IC50 in µM where a hit was titrated; in the data active = inhibition mostly above about 52%, no sharp cut-off; inactive = mostly below about 76%; also: some results filed as inactive read as strong as hits
AID2073 = inhibitors of Mint1-CaV2.2 protein interaction, biochemical, HTRF (AID 2073) | inhibition, % at 20 µM; hits with a dose series show IC50 in µM | HTRF protein-protein interaction, Mint1-CaV2.2; higher % means a stronger effect | actives 0.19% (n = 290,000); in the data active = inhibition mostly above about 51%, no sharp cut-off; also: some results filed as inactive read as strong as hits
Dengue-2 NS5 capping = flavivirus cap methylation enzyme inhibition – biochemical, confirmation dose response, primary screen (AID 588689); Dengue-2 NS5 methyltransferase capping enzyme assay, biochemical; higher % means a stronger effect; inhibition, % at 25 µM, or IC50 in µM where a hit was titrated; actives 0.3% (n = 340,000); in the data active = a potency from the dose series
XIAP antagonists = small molecules displacing peptide from XIAP – biochemical, IAP family, fluorescence polarization (AID 1018) | one-dose displacement, % at 20 µM; IC50 in µM for titrated hits | XIAP BIR domain, fluorescence polarization peptide displacement; higher % means a stronger effect | actives 0.007% (n = 200,000); in the data active = displacement above about 50%; also: a part of the inactive calls stands beside numbers as strong as those of hits
LYP phosphatase = inhibitors of LYP phosphatase, biochemical, fluorescence intensity, uHTS (AID 1779) | recombinant LYP phosphatase, fluorescence intensity; higher % means a stronger effect | one-dose inhibition, % at 11.5 µM; IC50 in µM for titrated hits | actives 0.054% (n = 290,000);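 also: plate controls were vehicle with enzyme for no effect and no enzyme for full effect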
Hep lipid drop = hepatic lipid droplet formation modulation; AML12 mouse hepatocytes, oleate lipid droplets, BODIPY imaging; inhibition, % at 6.5 µM; actives 0.4% (n = 240,000);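 active = lipid droplet intensity inhibited by at least 50%, with more than 500 cells counted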
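Assay system: AML12 hepatocytes (mouse) / Also added: 100 µM oleic acid challenge / Times: overnight treatment with compound plus oleate / Detection: high-content imaging of BODIPY-stained droplets and DAPI nuclei / Evaluation: % inhibition of lipid droplet signal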
Siah-1 displacement = Siah-1 peptide-binding antagonists, primary screen, biochemical, fluorescence polarization, rhodamine-plectin, uHTS (AID 1817) | Siah-1 / rhodamine-plectin peptide fluorescence polarization; higher % means a stronger effect | one-dose displacement, % at 20 µM; IC50 in µM for titrated hits | actives 0.02% (n = 290,000);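 active = displacement of at least 50% at 20 µM, with a fluorescence ratio check between 0.3 and a set limit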;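 also: plate controls were Siah plus tracer with DMSO for no effect and tracer alone without Siah for full effect; strong numbers were not always called active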
Hep lipid drop cells 6.5 µM = recorded beside Hep lipid drop, whose call it bears; cell count; measured here: cell count, cytotoxicity flag;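 cells counted across two imaged fields per well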
Dengue-2 NS5 capping pilot replicate = also measured in Dengue-2 NS5 capping; calls as there; inhibition, %; measured here: pilot screen replicate inhibition
Myeloid diff 2 GFP+ MAC1+ % = recorded beside Myeloid diff 2, whose call it bears; GFP+ MAC1+ double positive, %; measured here: differentiation confirmed by MAC1 staining
* hit, by the source's call; i = inactive; . = no result given. Rule as the data show it, unless noted: active = inhibition above about 50%; inactive = the rest.

Start of the data: the first two records, ahead of the listing:
SMILES	Myeloid diff 2	Myeloid diff 2 GFP+ MAC1+ %	HEK293 NOD2/NF-kB	HIV peptide binding	AID2073	Dengue-2 NS5 capping	XIAP antagonists	LYP phosphatase	Hep lipid drop	Hep lipid drop cells 6.5 µM	Siah-1 displacement	others
CN(CCc1ccccn1)C(=O)CCNC(=O)Cn1cnc2ccccc2c1=O	i	1.2	4%	-0.2%	1%	0%	-1.8%	0%	-10	645	0%
C/C(=N\Nc1ncc(Cl)cc1Cl)c1ccc2c(c1)OCO2	i	0.2	-52%	0.2%	5%	-7%	-2.5%	-1%	-5	731	4%

The listing, previewed entries included:
SMILES	Myeloid diff 2	Myeloid diff 2 GFP+ MAC1+ %	HEK293 NOD2/NF-kB	HIV peptide binding	AID2073	Dengue-2 NS5 capping	XIAP antagonists	LYP phosphatase	Hep lipid drop	Hep lipid drop cells 6.5 µM	Siah-1 displacement	others
CN(CCc1ccccn1)C(=O)CCNC(=O)Cn1cnc2ccccc2c1=O	i	1.2	4%	-0.2%	1%	0%	-1.8%	0%	-10	645	0%
C/C(=N\Nc1ncc(Cl)cc1Cl)c1ccc2c(c1)OCO2	i	0.2	-52%	0.2%	5%	-7%	-2.5%	-1%	-5	731	4%
CS(=O)(=O)NCCn1ccc2ccccc21	i	0.1	0%	-0.7%	9%	6%	-4.4%	-2%	-5	598	2%
Cc1nc2ccccc2n1/C(=N/S(=O)(=O)c1ccc(Br)cc1)c1ccccc1	.	.	13%	-0.6%	44%	.	-2.8%	-2%	17	764	12%
COc1ccccc1-n1cc(-c2ccc([N+](=O)[O-])cc2)[nH]c1=S	i	0.3	-23%	1.6%	-31%	-3%	.	-9%	-11	725	12%
O=C1NC(c2ccccc2)=C(c2ccc3ccccc3n2)C(c2ccc(F)cc2)N1 (configuration not stated)	i	0.6	19%	-0.1%	6%	-1%	-7.6%	2%	-8	667	2%
Cc1nnc(NC(=O)C2CC(=O)N(Cc3ccccc3)C2)s1 (configuration not stated)	.	.	9%	-0.1%	2%	5%	.	-8%	1	797	2%
CCN1CCN(CCC(=O)Nc2ccccc2C)CC1	i	0.6	17%	2.5%	5%	-7%	.	-10%	.	.	6%
COc1cc(NC(=O)c2cccs2)c(OC)cc1NC(=O)CCC(=O)Nc1ccc2ncccc2c1	i	0.3	-2%	-2.1%	10%	-3%	-14%	-2%	68*	668*	11%
Cc1ccc(OCCSc2nc3ccccc3n2CC(=O)O)cc1C	i	0.2	8%	1.8%	1%	-9%	.	-3%	-6	735	4%
Cn1c2c(c(=O)n(C)c1=O)C1c3cc(Cl)ccc3OCC1CO2 (configuration not stated)	i	0.9	-4%	-0.9%	0%	5%	-2.3%	-8%	-9	741	-3%
O=C(CCN1CCOCC1)N/N=C/c1cc(Br)cc(Br)c1O	i	0.1	44%	7.3%	4%	-8%	-4.9%	-4%	1	690	-6%
CCCCSc1nc(C)[nH]c1[N+](=O)[O-]	i	2.2	8%	0.2%	1%	3%	1.2%	-3%	-11	756	-2%
Cc1ccc(-c2nc3ccccc3s2)cc1NC(=S)NC(=O)/C=C/c1ccco1	i	1.5	-38%	-1.1%	-1%	1%	-0.9%	2%	.	.	2%
C=CCSc1nnc(NC(=O)c2cn(CC)c3nc(C)ccc3c2=O)s1	.	.	26%	7.4%	44%	8%	-5.4%	-8%	-28	730	21%
CC(=O)N(OCc1ccc(OC(C)C)c(Cl)c1)C(C)=O	i	0.1	32%	-0.9%	3%	-8%	.	-5%	6	764	4%
CSc1ccccc1NC(=O)CN1CCCCC1C (configuration not stated)	i	0.2	1%	-1.5%	-15%	-7%	-1.2%	-1%	24	670	-2%
O=C(O)C1C(c2ccccc2)C(C(=O)Oc2ccccc2)C1c1ccccc1 (configuration not stated)	i	0.7	2%	-0.2%	4%	7%	-4.7%	-3%	14	778	-6%	Dengue-2 NS5 capping pilot replicate=-2.4
O=C(Nc1ccc(C(=O)c2ccc(C(=O)O)c(C(=O)O)c2)cc1)c1ccccc1	i	0.2	-3%	3.2%	8%	6%	.	-4%	-6	816	4%
COc1ccccc1NC(=O)NNC(=O)c1ccc2c(c1)NC(=O)C(C)(C)O2	i	0.5	-3%	-0.4%	2%	-3%	.	-2%	-3	806	7%
CC(C)CCN1CCN(CCCn2cccn2)CC1CCO (configuration not stated)	i	0.6	-2%	-0.3%	5%	-5%	-9.5%	-7%	4	746	-4%
Cc1nn(Cc2ccc(C(=O)Nc3ccccc3F)cc2)c(C)c1Cl	i	0.2	-45%	-0.7%	-15%	-4%	3.3%	-6%	-3	625	-2%
COC(=O)CC(NC(=O)c1ccco1)c1ccc(C(C)C)cc1 (configuration not stated)	i	1.7	6%	-0.6%	-5%	-5%	-5.5%	-6%	8	826	1%
CSc1cccc(NC(=S)N2CCC(N(C)C3CCCCC3)CC2)c1	i	0.2	14%	0.8%	-14%	-6%	-7.2%	-4%	0	725	1%
COC(=O)/C(C#N)=C/c1occc1C	i	1.7	9%	3.2%	2%	-6%	-1.5%	-2%	9	649	0%
CCc1ccc(-c2csc3ncn(CC(=O)NCc4ccco4)c(=O)c23)cc1	i	0.7	16%	-1.7%	12%	-13%	.	0%	-8	701	9%
OC(COC(c1ccc(F)cc1)c1ccc(F)cc1)CN1CCCC1 (configuration not stated)	i	0.5	-104%	-0.8%	9%	1%	.	-14%	.	.	-4%
C=CCOc1c(Br)cc(/C=N/n2c(CC)n[nH]c2=S)cc1Br	i	0.1	5%	1.9%	-16%	4%	-3.1%	0%	-22	683	8%
Cc1ccc(OCC(O)CNC(C)c2ccccc2)cc1C (configuration not stated)	i	11	-5%	-0.1%	2%	-9%	.	-8%	-14	679	0%
O=C(c1ccco1)N1CCN(S(=O)(=O)c2ccc(Cl)s2)CC1	i	1.1	22%	0.7%	-5%	-1%	-5.0%	-5%	.	.	4%
Nc1nc(SCC(=O)N2CCCCCC2)[nH]c(=O)c1NC(=O)c1ccco1	i	2.4	8%	0.1%	6%	-1%	-3.7%	-2%	8	730	1%
Cc1ccc(C(=O)Nn2cnnc2)cc1S(=O)(=O)N1CCOCC1	i	0.5	12%	-0.3%	7%	8%	.	-1%	26	664	2%
COC(=O)c1ccccc1NC(=O)C1CCN(C(=O)Cc2ccccc2)CC1	i	0.7	2%	-0.7%	-1%	-3%	.	-7%	-10	584	0%
Cc1[nH]c2ccccc2c1C(=O)CN1CCC(C(N)=O)(N2CCCCC2)CC1	i	1.0	-4%	-0.8%	21%	1%	-5.0%	5%	.	.	1%
N/C(CCN1CCCCC1)=N/O	i	1.4	-1%	1.5%	-10%	-7%	-6.0%	-4%	4	735	1%
O=C(Nc1ccccc1N1CCCC1)c1ccc(Cl)cc1Cl	i	0.5	-5%	-2.7%	-1%	4%	-4.3%	6%	4	680	2%
Cn1ccnc1Sc1cc(NCCCO)c([N+](=O)[O-])c2nonc12	i	0.3	10%	-2.3%	-56%	27%	2.3%	4%	9	665	-4%
Nc1c(C(=O)Nc2ccc(Cl)c(Cl)c2)sc2nc(-c3cccnc3)ccc12	.	.	1%	13%	19%	.	-0.5%	-3%	15	630	5%
COc1cc(CN2CCN(C(=O)c3cccc4ccccc34)CC2)cc(OC)c1OC	i	0.2	12%	0.3%	-3%	-2%	.	-9%	-9	801	7%
CC(C)OC(=O)Nc1ccc(-c2ccc(NC(=O)OC(C)C)cc2Cl)c(Cl)c1	i	0.1	36%	0.4%	12%	-7%	.	-8%	-1	683	7%
Cc1ccc2c(Cl)cc(Cl)c(OCC(=O)NCCc3ccccn3)c2n1	i	0.2	12%	-1.4%	14%	-5%	-4.9%	-2%	6	697	-5%
Nc1nonc1-n1nnc(C(=O)N/N=C/c2ccncc2)c1-c1ccccc1	i	1.3	2%	-0.7%	13%	1%	.	-8%	-13	818	0%
CSc1ccccc1NC(=O)C(=O)c1c[nH]c2ccccc12	i	0.4	-5%	2.6%	9%	3%	-3.5%	-4%	-4	717	1%
Cc1nc(-c2ccc(S(=O)(=O)N3CCN(C4c5ccccc5-c5ccccc54)CC3)s2)cs1	i	1.0	-11%	2.3%	15%	-5%	.	1%	-21	663	5%
C/C(=N\NC(=S)NC(C)C)c1ccccc1	i	0.1	-2%	-1.1%	-21%	-6%	.	0%	0	728	-2%
CC1CCN(c2nc3ccc(C(=O)NCCCN4CCCCC4C)cc3s2)CC1 (configuration not stated)	i	3.3	-140%	0.4%	-7%	1%	.	-6%	0	769	7%
CN(C)CC#CCC(O)(c1ccccc1)C1CCCCC1 (configuration not stated)	i	0.8	-10%	-0.1%	3%	-10%	.	-12%	20	838	4%
Nc1c(C(=O)NCc2ccco2)nnn1Cc1ccccc1	i	0.8	3%	-2.2%	-3%	-12%	-1.5%	-6%	-9	744	0%
CSc1ccc(S(=O)(=O)NCCCn2ccnc2)cc1	i	0.3	30%	0.6%	-2%	.	.	-17%	3	811	-2%
CCC(CC)N1CCN(CC2CC=CCC2)CC1 (configuration not stated)	i	0.1	-3%	-0.1%	-8%	2%	-4.3%	-3%	-6	667	1%
CCOC(=O)c1sc(NC(=O)CSc2nc3c(c(=O)n2-c2ccc(C)cc2)SCC3)c(C(=O)OCC)c1C	i	2.5	5%	-0.5%	6%	0%	-20%	1%	21	735	-4%
O=C(C1=C(O)C(=O)N(CCN2CCOCC2)C1c1cccc(F)c1)c1cc2ccccc2o1 (configuration not stated)	i	6.8	16%	1.9%	42%	-4%	.	-4%	-9	662	1%
Cn1c(=O)c2c(nc(SCC(=O)NCc3ccc4c(c3)OCO4)n2Cc2ccccc2)n(C)c1=O	i	0.7	-1%	0.5%	6%	-4%	-1.7%	1%	5	563	6%
CC(C)C(NC(=O)c1ccc(C(C)(C)C)cc1)C(=O)N1CCCC1 (configuration not stated)	i	1.0	2%	1.4%	10%	1%	.	-4%	8	829	3%
CN(C)c1ccc(NC(=O)CN2CCC(O)(c3ccccc3)CC2)cc1	i	2.0	-4%	0.4%	-24%	-1%	-9.5%	-13%	3	767	-2%

An excerpt from above in order of formula weight, high to low.
SMILES	Myeloid diff 2	Myeloid diff 2 GFP+ MAC1+ %	HEK293 NOD2/NF-kB	HIV peptide binding	AID2073	Dengue-2 NS5 capping	XIAP antagonists	LYP phosphatase	Hep lipid drop	Hep lipid drop cells 6.5 µM	Siah-1 displacement	others
Cn1c(=O)c2c(nc(SCC(=O)NCc3ccc4c(c3)OCO4)n2Cc2ccccc2)n(C)c1=O	i	0.7	-1%	0.5%	6%	-4%	-1.7%	1%	5	563	6%
O=C(C1=C(O)C(=O)N(CCN2CCOCC2)C1c1cccc(F)c1)c1cc2ccccc2o1 (configuration not stated)	i	6.8	16%	1.9%	42%	-4%	.	-4%	-9	662	1%
CN(C)c1ccc(NC(=O)CN2CCC(O)(c3ccccc3)CC2)cc1	i	2.0	-4%	0.4%	-24%	-1%	-9.5%	-13%	3	767	-2%
Nc1c(C(=O)NCc2ccco2)nnn1Cc1ccccc1	i	0.8	3%	-2.2%	-3%	-12%	-1.5%	-6%	-9	744	0%
CN(C)CC#CCC(O)(c1ccccc1)C1CCCCC1 (configuration not stated)	i	0.8	-10%	-0.1%	3%	-10%	.	-12%	20	838	4%
C/C(=N\NC(=S)NC(C)C)c1ccccc1	i	0.1	-2%	-1.1%	-21%	-6%	.	0%	0	728	-2%

Only part of the results is shown. The share of hits here may be higher or lower than overall.
